Source: PubChem BioAssay
TDP43 rescue: TDP-43 toxicity inhibition in yeast. TDP-43 expressing yeast growth rescue, BacTiter-Glo, 24 h. Potency, µM (highest dose often 46.1 µM), for inactives: at the highest dose growth rescue (activation), usual class: activators. 410,000 compounds, 1.8% hits; further: potency means the concentration at half of the fitted maximal effect; % of control where 0% means no effect; nearly all actives have a fitted effect of over 50% in size
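Yeast expressing TDP-43 (pregrown in raffinose, seeded at OD600=0.02 in galactose medium) exposed to compounds 24 hr at 30 deg C. Growth read by BacTiter-Glo luminescence; rescue of toxicity appears as increased signal.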
pAkt inh: blocks phosphorylation of Akt; Neuro2A IGF-stimulated pAkt S473 HTRF, 20 min; active compounds read low; activity change, % for hits at 50 µM; 360,000 compounds, 0.32% hits; AID 651550; in the data active means activity change below about -80%; inconclusive means mostly about -51% to -80%; further: on the % scale 0 is the no-effect control and ±100 the full control effect
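Neuro2A cells (4,500/well, DMEM with 0.5% FBS) were treated with compound at a single 50 µM final concentration, stimulated with 6 nM IGF for 20 min at 37 °C, and lysed. Phospho-Akt Ser473 was read by HTRF as 665/615 ratio ×10^4.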
GLP1R inv ag: acts as inverse agonist at human GLP-1 receptor. 410,000 compounds, 1.6% hits. AID 624417. Potency, µM (doses to about 38.3 µM), without a hit: top-dose activity change, negative = inhibition, most hits filed as inhibitors. P43220. HEK293 GLP-1R CRE-luciferase, luminescence, 24 h; GLP-1R form is constitutively active; further: potency means the concentration at half of the fitted maximal effect; on the % scale 0 is the no-effect control and ±100 the full control effect; nearly all actives have a fitted effect of over 55% in size
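Stable HEK293 clone (constitutively active GLP-1R + cAMP-response luciferase); 200 cells/uL plated, 12 h pre-culture, compound 24 hr, 37 deg C/5% CO2; detection reagent 12 min RT; luminescence.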
Mm-Cpn inhibitor: M. maripaludis TRiC chaperonin inhibition; purified Mm-Cpn ATPase, ADP Transcreener TR-FRET; Potency, µM (series often up to 76.9 µM), for inactives: at the top dose activity, negative = inhibition, usual class: inhibitors; 330,000 compounds, 0.031% hits; AID 504842; further: potency means the concentration at half of the fitted maximal effect; on the % scale 0 is the no-effect control and ±100 the full control effect; nearly all actives have a fitted effect of over 80% in size
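Purified archaeal Mm-CPN (25nM final) preincubated 10 min at 37degC with compound, then 10uM ATP for 30 min at 37degC; ADP measured by HTRF Transcreener TR-FRET; buffer 30 mM TRIS pH 7.4, 100mM KCl, 5mM MgCl2, 1mM DTT.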
aSyn yeast inh: inhibitors of alpha-synuclein toxicity in yeast; Yeast expressing alpha-synuclein, growth rescue, BacTiter-Glo, 24 h; Potency, µM (highest dose often 46.1 µM), without a hit: at the highest dose growth rescue (activation), most hits filed as activators; 370,000 compounds, 0.14% hits; AID 652106; further: potency means the concentration at half of the fitted maximal effect; % of control where 0% means no effect; nearly all actives have a fitted effect of over 65% in size
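Rescue of yeast growth: cells expressing toxic alpha-synuclein, induced in galactose at OD600 0.02, incubated with compound 24 h at 30 C. ATP luminescence quantified growth; inhibitors of toxicity appear as activators.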
FUS yeast rescue: FUS proteinopathy suppression in yeast. S. cerevisiae FUS-expressing, growth rescue, OD600, 24 h. Potency, µM (series often up to 76.6 µM), for the others: at the top dose growth rescue (activation), hits mostly activators. 390,000 compounds, 0.24% hits. AID 1347120;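 further: potency means the concentration at half of the fitted maximal effect; plate controls were DMSO vehicle for no effect and reference control for full effect; nearly all actives have a fitted effect of over 55% in size; some results filed as inactive show a strong effect at the top dose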
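Yeast FUS proteinopathy model; galactose-induced FUS (2%), starting OD 0.005. Cpds in dilution series, 24hr, 30C, 99% humidity. Abs 600 nm growth. Pos ctrl CP55940 (top 92uM final); neg ctrl DMSO.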
Abeta rescue: restores growth of yeast expressing A-beta42 peptide | yeast expressing A-beta42, growth rescue, OD600, 48 h; response scale: 0% DMSO, 100% iron-clioquinol control | Potency, µM (series often up to 46.1 µM), for inactives: top-dose growth rescue, actives largely listed as activators | 410,000 compounds, 0.063% hits | AID 1347071; further: potency means the concentration at half of the fitted maximal effect; nearly all actives have a fitted effect of over 55% in size
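Yeast A-beta toxicity model in growth medium with pinned compounds, 48 h at 30 C; growth read as absorbance at 600 nm. Normalized to FeCl3/clioquinol equimolar mix (positive) and DMSO (negative).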
GLP1R cytotox: cytotoxic in the GLP-1 receptor inverse agonist counter-screen | 410,000 compounds, 0.13% hits | AID 624418 | HEK293 cAMP-luciferase reporter cells, luminescence, 24 h | Potency, µM (doses to about 38.3 µM), for inactives: top-dose activity change, negative = inhibition, most hits filed as inhibitors;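 further: loss of luciferase light is scored as toxicity; potency means the concentration at half of the fitted maximal effect; on the % scale 0 is the no-effect control and ±100 the full control effect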
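Quantitative HTS format, 1536 wells, 200 cells/uL seeded. Compounds: 23 nL, 24 h, 37 °C. Detection: luciferase reagent, luminescence at 12 min RT; decreased signal taken as cytotoxic.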
PTHR1 agonist: agonists of human PTHR1 parathyroid hormone receptor; HEK293 GP2 PTHR1 cells, GloSensor cAMP luminescence, 1 h; Potency, µM (top dose mostly 115 µM), for inactives: at the top dose activation, most hits filed as activators; AID 743266; 410,000 compounds, 0.075% hits; Q03431; further: potency means the concentration at half of the fitted maximal effect; nearly all actives have a fitted effect of over 55% in size; some results filed as inactive show a strong effect at the top dose; inactives centre near -15; many of its hits are not listed in these tables
Target sequence (Q03431 whole entry, looked up): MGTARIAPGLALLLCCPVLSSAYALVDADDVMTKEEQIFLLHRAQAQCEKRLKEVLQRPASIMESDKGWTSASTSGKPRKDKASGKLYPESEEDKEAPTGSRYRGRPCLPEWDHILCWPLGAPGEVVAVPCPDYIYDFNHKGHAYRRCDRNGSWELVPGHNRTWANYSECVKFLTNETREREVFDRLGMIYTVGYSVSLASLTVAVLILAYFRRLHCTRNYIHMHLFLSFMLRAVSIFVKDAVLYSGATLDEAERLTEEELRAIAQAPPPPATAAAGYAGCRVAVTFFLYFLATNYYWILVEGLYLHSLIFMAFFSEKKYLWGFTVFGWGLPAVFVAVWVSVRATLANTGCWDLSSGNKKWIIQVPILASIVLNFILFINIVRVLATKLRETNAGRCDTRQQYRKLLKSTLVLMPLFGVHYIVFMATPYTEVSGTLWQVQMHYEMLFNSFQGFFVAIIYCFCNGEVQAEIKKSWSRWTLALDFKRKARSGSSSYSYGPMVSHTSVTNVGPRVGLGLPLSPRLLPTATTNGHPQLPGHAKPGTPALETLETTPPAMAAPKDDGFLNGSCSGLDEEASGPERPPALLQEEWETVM
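HEK-293-derived GP2 cells expressing PTHR1 and a GloSensor cAMP reporter, 3,000/well, plated overnight, given luciferin plus IBMX (each 0.5 mM as added) for 1 h at 37 °C, then compound for 1 h at 37 °C. Luminescence was read after 15 min at room temperature.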
The depositor's hits bear a star; i = inactive; ? = inconclusive; nt = no result given; [ ] = dose if it differs, or a comment. Unless noted, the call rests on the fitted dose curve; in most records, active means well fitted curve in the direction sought with a large enough effect; inconclusive means small, poorly fitted or top-dose-only effect, or another doubt; inactive means no such curve, though single readings can be large; an effect the other way counts as inactive or inconclusive. An excerpt; count on the stated rates, not on these rows.

Under each structure – TDP43 rescue, pAkt inh, GLP1R inv ag, Mm-Cpn inhibitor, aSyn yeast inh, FUS yeast rescue, Abeta rescue, GLP1R cytotox, PTHR1 agonist
(1) Cc1[nH]c2c(C)cccc2c1CN1CCC(CO)(Cc2ccccc2)CC1
  -3%, i, ?, 2%, 0%, 14%, 11%, ?, 1%
(2) Cc1c(NC(=O)CN2C(=O)c3ccccc3S2(=O)=O)c(=O)n(-c2ccccc2)n1C
  0%, i, -3%, 1%, -2%, 2%, 1%, -1%, i
(3) COc1ccc(NC(=O)CS(=O)(=O)c2cn(CC(=O)N(C(C)C)C(C)C)c3ccccc23)c(OC)c1
  7%, i, 0%, -1%, 0%, -2%, 16%, 10%, i
(4) O=C(Cc1ccccc1)NC(NC(=S)Nc1cc(Cl)ccc1Cl)C(Cl)(Cl)Cl (configuration not stated)
  15%, i, ?, 2%, 1%, 17%, 15%, -11%, -3%[57.5 µM]
(5) O=C(Cc1c(F)cccc1Cl)OCN1C(=O)c2ccccc2C1=O
  -3%, i, -9%, -1%, 3%, -1%, 3%, -18%, i
(6) COc1ccc(-c2csc3ncn(-c4ccccc4)c(=O)c23)cc1OC
  13%, i, -7%, -7%, -15%, 12%, 2%, 16%, i
(7) O=C(Nc1ccccc1)c1oc2ccccc2c1NC(=O)C1CC1
  11%, i, -9%, 0%, -2%, -7%, 2%, -2%, i
(8) COc1ccc(CCC(=O)NCc2nc3cccnc3n2Cc2ccccc2)cc1
  14%, nt, 6%, nt, nt, -1%, -1%, 6%, i
(9) CCOc1ccc(C(=O)Nc2nnc(S(=O)(=O)N3CCCCC3)s2)cc1
  14%, i, 10%, -9%, -5%, -10%, nt, 0%, i
(10) O=C(NCc1ccco1)c1ccc2nc([C@@H]3O[C@H](CO)[C@H](O)[C@H](O)[C@H]3O)[nH]c2c1
  16%, i, 26%, nt, 15%, -16%, -9%, 5%, i
(11) COc1ccc(OC)c(NC(=O)c2ccc3c(c2)c(C)c(C)n3Cc2ccc(F)cc2)c1
  -3%, nt, -20%, nt, nt, 27%, -19%, 14%, ?
(12) CCOP(=O)(OCC)/C(=N/OC(=O)c1cccc([N+](=O)[O-])c1)C(N)=O
  -14%, i, -10%, 0%, 0%, -1%, 8%, -17%, -3%
(13) COCCN(C(=O)Cc1ccc(S(=O)(=O)N2CCOCC2)s1)c1c(N)n(CC(C)C)c(=O)[nH]c1=O
  0%, i, 7%, nt, 7%, nt, 0%, -9%, i
(14) CCOc1ccccc1C(=O)N[C@H](C(=O)Nc1ccc(OC)c(S(=O)(=O)N2CCOCC2)c1)C(C)C
  6%, i, 4%[0.307 µM], 0%, 9%, 34%, 20%, -1%[0.307 µM], -29%
(15) COC(=O)c1ccccc1NC(=O)COC(=O)c1ccco1
  2%, i, 6%, -1%, -3%, 15%, 14%, 4%, -21%
(16) Cc1cc2ccccc2c(=O)n1CC(=O)N1CCN(c2cccc(Cl)c2)CC1
  0%, i, -14%, -4%, 8%, -4%, 13%, 5%, i
(17) Cc1cc(C(=O)COC(=O)/C=C/c2ccco2)c(C)n1C
  16%, i, 6%, ?, -7%, 10%, 6%, 3%, i
(18) CCOC(=O)[C@]12CCCC=C1N(Cc1ccc3c(c1)OCO3)C(=O)[C@H](CC(=O)NCCCN1CCCC1=O)C2
  3%, i, 30%[activator], nt, -3%, 4%, -13%, -9%, -8%
(19) CCOc1ccccc1CN1CCN(CCCc2ccccc2)CC1CCO (configuration not stated)
  -10%, i, ?, -3%, 1%, -2%, -3%, -5%, -14%
(20) COc1ccc(C(=O)O)cc1N1C(=O)Nc2ccccc2N1O
  17%, i, 2%, 1%, 14%, -20%, -6%, 5%, i
(21) Cc1cc(C)c(NC(=O)C(C)OC(=O)c2cc(Br)c(Br)s2)c(C)c1 (configuration not stated)
  11%, i, 13%, 2%, -6%, -16%, -5%, 5%, -17%
(22) CCc1ccccc1NC(=O)Nn1cnnc1
  0%, i, 0%, -1%, -2%, -17%, 6%, 1%, -3%
(23) CCN(Cc1ccncc1)C(=O)CCc1nnc(CCC2CCCCC2)o1
  -8%[0.397 µM], i, -20%, -1%, 2%, 5%, 1%, -27%, -7%
(24) COC(=O)NCC(C)OC(=O)Nc1cccc(Cl)c1 (configuration not stated)
  22%, i, -1%, -1%, 0%, -16%, 18%, -11%, i
(25) CCN(CC)c1ccc(NC(=O)CCS(=O)(=O)c2ccc(Br)cc2)c(C)c1
  8%, i, ?, 0%, 0%, 0%, 3%, 4%, -5%
(26) CCOc1ccc(OCCC(=O)NNC(=O)c2cc(OC)c(OC)c(OC)c2)cc1
  17%, i, 14%, -1%, 0%, 18%, 11%, 2%, i
(27) CCCC(=O)Nc1ccc(C(=O)N2CCCC2)cc1
  -1%, i, 10%, ?, -2%, 7%, -9%, -2%, i
(28) CCCCCCCC(=O)NC(Nc1ccccc1OC)C(Cl)(Cl)Cl (configuration not stated)
  -9%, i, 6.3µM*, -1%, -4%, -5%, -20%, 11%, -39%
(29) Cc1cccc(N(C)S(=O)(=O)c2ccc(-c3cnc(C4CC4)o3)cc2)c1
  9%, i, -72%, 3%, 13%, 34%, 3%, -29%, -19%
(30) CC1CCCC(CC(N)=O)CC1 (configuration not stated)
  5%, i, 12%, nt, 7%, -9%, -2%, -2%, i
(31) Fc1ccc(OCCCCCn2ccnc2)cc1
  -3%, i, -14%, 2%, -4%, 11%, 0%, -14%, i
(32) COc1ccc(OC)c(C(c2nnnn2C2CCCC2)N2CCN(c3ccccc3)CC2)c1 (configuration not stated)
  7%, i, ?, -1%, 16%, 31%, -5%, 3%, i
(33) O=C(O)c1c2c(nc3ccccc13)/C(=C/c1ccc(O)cc1)CCC2
  2%, i, 14%, 1%, -4%, 4%, 2%, 1%, -15%
(34) COCc1cc(N2CCOCC2)nc(-c2ccccc2)n1
  -4%, i, 30%[activator], 1%, -11%, 36%, -6%, 26%, 24%
(35) Cc1ccc(C(=O)N/N=C\c2cccc(OC(=O)c3cccc(F)c3)c2)cn1
  -12%, i, 17%, -1%, 1%, -27%, -15%, -7%, -5%
(36) CCc1ccc(Cn2c(CNS(=O)(=O)c3ccc(Cl)s3)nc3cccnc32)cc1
  17%, nt, 1%, nt, nt, -6%, -29%, -3%, -14%
(37) c1ccc(Cn2cc(-c3ccccc3)cn2)cc1
  -3%, i, -15%, 1%, 10%, 9%, 6%, 7%, i
(38) Cc1ccc2nc(CSc3nnc(Nc4ccccc4C)s3)cc(=O)n2c1
  14%, i, 20%, -14%, -5%, 34%, 1%, -10%, -22%
(39) COc1ccc(CC(=O)NCc2nnc(SCc3ccc(C)cc3)n2C)cc1
  -13%, i, 2%, 0%, -6%, -8%, 4%, 3%, -14%
(40) CC(C)c1ccc(N(C(=O)c2ccco2)C(C(=O)NC2CCCC2)c2cccnc2)cc1 (configuration not stated)
  1%, i, -6%, 0%, -2%, 27%, 7%, -10%, -7%
(41) COc1cccc(NC(=O)CN(C)C(=O)CCCc2nc3ccccc3s2)c1
  10%, i, -4%, -1%, 0%, 7%, 2%, 17%, -9%
(42) O=C(CN1CCN(c2ccccc2)CC1)Nc1nnc(-c2ccccc2)s1
  -12%, i, 11%, -3%, -5%, 42%, 4%, -8%, -18%[57.5 µM]
(43) COc1ccc(NS(=O)(=O)c2cc(NC(=O)CC(C)(C)C)ccc2N2CCCC2)cc1
  -17%, i, ?, 0%, -8%[1.84 µM], ?, -12%, -5%, -3%
